Screens (PubChem)
D1 PAM – human D1 dopamine receptor positive modulation; P21728; HEK293 TREx D1 cells, calcium flux, dopamine EC20 potentiation; potentiation, % at 10 µM; hit rate 0.036% among 360,000; AID 504651; in the data active = potentiation above about 30%; also: 0% is about no effect
Target sequence (P21728 whole entry, looked up): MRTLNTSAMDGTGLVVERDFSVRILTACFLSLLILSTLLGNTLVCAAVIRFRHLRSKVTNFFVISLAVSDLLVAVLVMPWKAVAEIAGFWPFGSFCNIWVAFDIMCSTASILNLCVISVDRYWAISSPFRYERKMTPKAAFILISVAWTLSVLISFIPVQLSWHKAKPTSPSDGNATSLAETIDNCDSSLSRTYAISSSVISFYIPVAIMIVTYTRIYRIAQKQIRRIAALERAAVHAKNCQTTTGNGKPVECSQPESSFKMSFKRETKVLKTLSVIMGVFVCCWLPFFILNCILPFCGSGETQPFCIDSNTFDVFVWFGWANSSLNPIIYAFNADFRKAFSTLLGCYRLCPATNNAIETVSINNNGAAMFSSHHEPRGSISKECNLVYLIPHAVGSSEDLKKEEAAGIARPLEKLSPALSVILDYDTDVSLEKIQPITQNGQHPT
RXFP1 antag – antagonists of human relaxin receptor RXFP1; AID 1259400; HEK293-RXFP1, relaxin-stimulated cAMP HTRF, 30 min; stronger effect = lower value; hit rate 0.59% among 350,000; activity change, negative = inhibition, % at 57.5 µM;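 active = activity change of -60% or lower, but not beyond a set lower limit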; also: % is scaled to controls: 0 for no effect and ±100 for the full control effect
D1 antag – antagonists of human D1 dopamine receptor. hit rate 3.2% among 360,000. activity change, negative = inhibition, % at 10 µM. P21728. HEK293 TREx D1 cells, calcium flux, dopamine EC80; stronger effect = lower value; in the data active = activity change below about -30%; also: % is scaled to controls: 0 for no effect and ±100 for the full control effect
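After overnight tetracycline induction at 30 C, force-coupled D1 HEK293 cells took up a no-wash calcium dye at room temperature. Compounds were added and monitored 180 s, and the response to EC80 dopamine was then recorded.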
D1 ag – human D1 receptor agonism; P21728; HEK293 T-REx D1 cells, calcium flux, agonist mode; activation, % at 2 µM; hit rate 1% among 360,000; AID 504660; in the data active = activation above about 30%; also: 0% is about no effect
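Tetracycline-induced HEK293 TREx D1 cells, force-coupled to calcium signalling, were dye-loaded with a no-wash calcium kit. Compound was pin-added after a 10 s baseline. Fluorescence was read kinetically at 1 cycle/s for 180 s, with calcium rises flagged as agonism.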
D2 antag – antagonizes the human D2 dopamine receptor; HEK293 TREx D2 cells, calcium flux, dopamine EC80; hit rate 2% among 340,000; AID 485344; P14416; inhibition, % at 10 µM; in the data active = inhibition above about 30%; also: 0% is about no effect
Target sequence (P14416 whole entry, looked up): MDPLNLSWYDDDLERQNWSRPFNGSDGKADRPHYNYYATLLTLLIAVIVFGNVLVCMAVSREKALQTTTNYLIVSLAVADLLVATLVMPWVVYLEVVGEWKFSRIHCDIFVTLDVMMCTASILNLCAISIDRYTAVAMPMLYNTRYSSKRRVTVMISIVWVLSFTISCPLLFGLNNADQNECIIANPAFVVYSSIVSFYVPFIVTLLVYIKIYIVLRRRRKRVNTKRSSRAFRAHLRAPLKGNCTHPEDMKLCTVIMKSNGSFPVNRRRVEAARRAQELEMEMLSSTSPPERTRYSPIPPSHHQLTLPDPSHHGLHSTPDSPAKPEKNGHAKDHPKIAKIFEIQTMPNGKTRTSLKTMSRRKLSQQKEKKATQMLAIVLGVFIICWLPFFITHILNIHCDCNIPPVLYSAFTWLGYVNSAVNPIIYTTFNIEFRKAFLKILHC
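HEK293 T-REx D2 cells, tet-induced, calcium dye no-wash. Cpd pintool add, 180 s kinetic, then EC80 DA, 180 s kinetic. Ca flux read.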
D2 agonist – activates the human D2 dopamine receptor; P14416; hit rate 0.53% among 340,000; activation, % at 2 µM; HEK293 T-REx D2 cells, calcium flux agonist mode;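 active = activation over 3 SD above normal in the single-dose calcium agonist read, cut at about 30% in these data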; also: 0% is about no effect
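Calcium-flux readout, 1 cycle/sec over 180 s following compound pin transfer, in inducible HEK293 Trex D2 cells (force-coupled); dopamine controls included. Positive calcium responses during this window marked compounds as potential agonists.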
TRHR PAM – allosterically enhances the human TRH receptor. P34981. TRHR cells, fluo-8 calcium fluorescence, EC20 TRH enhancement. enhancement, % at 2 µM. hit rate 0.66% among 360,000; in the data active = enhancement above about 30%; also: 0% is about no effect
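Enhancer read-out: after compound pinning and an initial kinetic agonist-mode read, an EC20 of TRH (10 nM final) was injected and fluo-8 calcium signal (Ex 480/Em 530) followed at 1 s/cycle for 100 cycles in TRHR-expressing cells.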
RXFP1 agonist – RXFP1 (human) receptor agonism; hit rate 0.3% among 370,000; HEK293T-RXFP1 cAMP TR-FRET, 30 min; response scale: percent of porcine relaxin response, buffer zero; Potency, µM (highest dose often 57.5 µM), for inactives: at the top dose activation, usual class: activators; AID 2676; Q9HBX9; active = well fitted activation curve with a large enough effect; also: potency is read from the fitted curve at half-maximal effect; % is scaled to controls: 0 for no effect and ±100 for the full control effect; nearly all actives have a fitted effect of over 60% in size; many of its hits are not listed in these tables
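HEK293 cells stably expressing RXFP1, treated 30 min at 37C with compounds plus PDE4 inhibitor Ro 20174; cAMP measured by HTRF TR-FRET. Normalized to buffer and 29 nM porcine relaxin; EC50 by Hill fit.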
D2 PAM – D2 dopamine receptor (human) potentiation; P14416; HEK293 T-REx D2, calcium flux, EC20 dopamine potentiation; potentiation, % at 10 µM; hit rate 0.34% among 340,000; AID 485347;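 active = potentiation over 3 SD above the plate norm, cut at about 30% in these data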; also: 0% is about no effect
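Tetracycline-induced Hek293 Trex D2 cells, force-coupled to calcium, loaded with no-wash calcium dye. Compound added with 180 s kinetic read for agonism, then EC20 dopamine and a further 180 s read for potentiation.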
* = called active by the depositor; x = no result given; & = joins results of further samples; ! = a repeat was not active. An excerpt; rates above refer to the full screens.

SMILES | D1 PAM | RXFP1 antag | D1 antag | D1 ag | D2 antag | D2 agonist | TRHR PAM | RXFP1 agonist | D2 PAM
CCN1CCN(c2ncc3c(n2)CC(c2ccc(OC)c(OC)c2)CC3=O)CC1 (configuration not stated) | -4 | 10 | -24 | 1 | 24 | 0.8 | -7 | -0.2% | -2
COc1ccc(-n2c(=S)[nH]c3sc4c(c3c2=O)CCc2ccccc2-4)cc1 | 0 | x | 17 | 0 | -19 | 0.4 | 5 | 6.6% | 10
O=c1c2ccccc2nc(CSc2ncnc3nc[nH]c23)n1-c1cccc(C(F)(F)F)c1 | -1 | 7 | -3 | 2 | x | x | 2 | 4.1% | x
Cc1ccccc1CN(C)CC(=O)Nc1ccccc1-c1ccccc1 | -2 | -24 | 13 | 9 | 2 | 0.3 | -6 | 1.6% | -6
O=C(CCC(=O)OCC(F)(F)C(F)F)Nc1ccc(Cl)cc1 | 0 | 13 | 17 | 3 | 0 | 0.6 | 2 | 0.0% | -8
COc1ccc(C2C3=C(CCCC3=O)Nc3nc(C(F)(F)F)nn32)c(OC)c1OC (configuration not stated) | -2 | 1 | -9 | 1 | 10 | 0.3 | 4 | -1.2% | 4
CC(C)(C)c1ccc(CCC2OCC(C[N+]3(C)CCOCC3)O2)cc1 (configuration not stated) | 2 | 9 | 28 | 2 | 4 | 0.8 | 5 | 1.6% | 5
Cn1c(NNC(=O)c2cccc3ccccc23)cc(=O)n(C)c1=O | -4 | -5 | 1 | 2 | -2 | 0.6 | 0 | 6.0% | 5
O=S(=O)(NCCc1ccncc1)c1ccc(F)cc1 | -7 | 0 | 5 | 3 | -3 | 0.2 | 5 | 1.6% | -4
CCOC(=O)CCCCN(Cc1ccccc1F)S(=O)(=O)c1ccc(F)c(C(=O)Nc2cc(Cl)cc(Cl)c2)c1 | 4 | -6 | 24 | 32* | x | 1.4 | 0 | -0.3% | -8
COc1ccc(OC)c(CCNC(=O)CS(=O)(=O)Cc2nc(-c3cccc(Cl)c3)oc2C)c1 | -2 | x | 3 | -2 | x | -0.6 | -7 | 0.1% | -4
COc1cc(/C=N/NC(=O)c2cc(-c3ccc4c(c3)OCO4)n[nH]2)ccc1O | -6 | -26 | -13 | 2 | x | x | 18 | -1.6% | -11
CC(Sc1nc2ccccc2c(=O)n1CC1CCCO1)C(=O)NC(C)c1ccccc1 (configuration not stated) | 1 | -3 | 6 | 0 | 14 | -0.4 | -4 | 0.2% | -5
O=C(CSc1ccccc1)Nc1ccc2c(c1)OCCO2 | -5 | -6 | -10 | 2 | 8 | 0.8 | -2 | -0.6% | -6
Cn1cnnc1SCC(=O)N(Cc1ccc2c(c1)OCO2)C1(C(=O)NC2CCCCC2)CCCC1 | 2 | 18 | 3 | 0 | 12 | 0.9 | -2 | -0.8% | 0
Cc1ccccc1Nc1nnc(-c2ccc(C(=O)NCCO)cc2)c2ccccc12 | 2 | 13 | -2 | 0 | 14 | -1.7 | 7 | 2.1% | -4
O=c1c(C=NCCN2CCNCC2)c(-c2ccccc2)[nH]n1-c1ccc([N+](=O)[O-])cc1 | -6 | x | -12 | 0 | -31 | 0.5 | 0 | 0.3% | -11
CCc1ccc(NC(=O)CSc2nnc(-c3cc4occc4n3C)n2-c2ccccc2C)cc1 | -2 | -12 | 2 | 1 | x | -0.4 | 2 | -0.1% | 3
C=CCn1cccc(C(=O)Nc2ccc(OCC)cc2)c1=O | -1 | -9 | -11 | 5 | x | x | -6 | 1.7% | x
COn1c(SCc2cccc(Cl)c2)nc2ccccc2c1=O | -1 | -15 | -9 | 6 | -14 | 0.2 | -11 | 2.6% | -1
O=C(NNC1=C(C(=O)C(F)(F)F)CCC1)c1cccnc1 | 1 | 7 | 11 | 1 | -30 | -0.4 | 1 | -1.5% | -8
COc1ccc(NC(=O)CSc2nc(O)cc(=O)n2C)cc1 | 0 | -10 | -5 | 4 | 1 | 0.1 | -5 | 0.3% | 2
CC1CC(C)(C)CC2(C1)NC(=O)N(CC(=O)Nc1ccc(N3CCCCC3)cc1)C2=O (configuration not stated) | 1 | -24 | 1 | 1 | -1 | 0.6 | 2 | -0.7% | 2
Cc1cc(C)n(C(=O)N(c2ccccc2)c2ccccc2)n1 | -5 | 0 | 2 | 2 | -37 | -0.6 | 26 | 2.9% | 3
Cc1cc2n(n1)C(c1ccccc1)CC(c1ccc(Br)cc1)=N2 (configuration not stated) | -3 | x | -7 | 21 | 52* | 7.8 | -13 | 4.4% | -2

Whole records, quoted from the list.
Results for `CC(C)(C)c1ccc(CCC2OCC(C[N+]3(C)CCOCC3)O2)cc1` (configuration not stated) = D1 PAM = 2; RXFP1 antag = 9; D1 antag = 28; D1 ag = 2; D2 antag = 4; D2 agonist = 0.8; TRHR PAM = 5; RXFP1 agonist = 1.6%; D2 PAM = 5
Results for `O=c1c(C=NCCN2CCNCC2)c(-c2ccccc2)[nH]n1-c1ccc([N+](=O)[O-])cc1` = D1 PAM = -6; RXFP1 antag = x; D1 antag = -12; D1 ag = 0; D2 antag = -31; D2 agonist = 0.5; TRHR PAM = 0; RXFP1 agonist = 0.3%; D2 PAM = -11

2 entries from above in another layout:
mol	D1 PAM	RXFP1 antag	D1 antag	D1 ag	D2 antag	D2 agonist	TRHR PAM	RXFP1 agonist	D2 PAM
Cc1ccccc1Nc1nnc(-c2ccc(C(=O)NCCO)cc2)c2ccccc12	2	13	-2	0	14	-1.7	7	2.1%	-4
CC1CC(C)(C)CC2(C1)NC(=O)N(CC(=O)Nc1ccc(N3CCCCC3)cc1)C2=O (configuration not stated)	1	-24	1	1	-1	0.6	2	-0.7%	2

New compounds follow
SMILES | D1 PAM | RXFP1 antag | D1 antag | D1 ag | D2 antag | D2 agonist | TRHR PAM | RXFP1 agonist | D2 PAM
O=C(CN1CCCc2ccccc21)N/N=C/c1ccccc1 | 0 | 4 | -20 | 4 | 0 | 0.4 | -1 | -0.6% | -9
CCOC(=O)c1nc(NCCc2ccccc2)sc1C | -11 | 0 | -4 | 1 | 11 | 1.4 | -1 | 1.6% | -5
Cc1ccc(NC(=O)CSc2cccc[n+]2[O-])c([N+](=O)[O-])c1 | -4 | -11 | 4 | 6 | 0 | 15 | -10 | -1.4% | 0
CN(Cc1ccccc1)C(=O)COC(=O)c1ccccc1NS(=O)(=O)c1cccc(N)c1 | -6 | -1 | -32* | 6 | -1 | -0.8 | 10 | -1.3% | 5
O=C(Nc1ccccc1Br)c1ccc2nccnc2c1 | x | -9 | -12 | 8 | 8 | 4.6 | -3 | 11% | -2
COc1cc(S(=O)(=O)N2CCN(C)CC2)c(OC)cc1Cl | 0 | 0 | 4 | 2 | 0 | -0.4 | -7 | -0.3% | 6
COCCn1c(C)cc(C(=O)Cn2nc(C(=O)O)c3ccccc3c2=O)c1C | -4 | 12 | 4 | -1 | 32* | 1.0 | -2 | 3.2% | -1
Cn1c(=O)c2c(-c3cccc(Br)c3)n(CCO)cc2n(C)c1=O | -2 | 1 | -9 | 0 | x | -0.8 | -1 | -4.7% | -1
COCCNC(=O)Cn1nc(-c2ccc(C)cc2)ccc1=O | -7 | -8 | 3 | 0 | 0 | 0.2 | -6 | 3.0% | 3
O=C(CCCC1=NS(=O)(=O)c2ccccc2N1)N1CCN(c2ccccc2)CC1 | 3 | -14 | 2 | -1 | 9 | 0.6 | -1 | 1.1% | -1
CN(Cc1cccc(F)c1)C(=O)c1ccc(S(=O)(=O)C(F)F)cc1 | -8 | -2 | -17 | 8 | -6 | -0.4 | 16 | -0.7% | 7
O=C(O)CCCCCNc1nc(-c2ccccc2)nc2ccccc12 | 7 | 0 | 4 | 1 | 5 | 0.3 | 5 | 0.7% | 13
CCc1cccc(NC(=O)CN2Cc3ccccc3C2=O)c1 | 2 | -3 | 12 | -2 | x | 1.6 | 0 | 3.5% | 5
CCOC(=O)c1nc(C)sc1-c1ccnn1S(=O)(=O)c1cccc(Cl)c1 | 3 | 11 | 13 | 3 | -14 | -0.9 | -2 | -1.4% | 3
CCOc1ccc(C(C)=O)cc1COc1ccc(C)nc1[N+](=O)[O-] | -6 | 4 | -10 | 1 | -11 | -1.2 | -3 | -5.1% | 11
Cc1ccc(N(Cc2cc3ccccc3[nH]c2=O)S(C)(=O)=O)cc1 | 1 | 0 | 5 | 2 | -2 | -1.6 | 6 | -2.8% | 14
CC(=O)c1cccc(NC(=O)Cn2cnc(S(=O)(=O)N3CCCC3)c2)c1 | 3 | 17 | 2 | 3 | 3 | -0.2 | 0 | -0.7% | 3
COc1ccc(C(=O)N2CCCCC2CCN2CCOCC2)cc1 (configuration not stated) | 1 | -3 | -9 | 1 | x | -0.1 | 6 | 4.5% | 3
CCOC(=O)C1=C(C)Nc2ccccc2N=C1NC(=O)/C=C/c1ccc(OC)cc1OC | -5 | -11 | x | 1 | 30 | -1.1 | 6 | 3.1% | -25
Cc1ccc(/C(N)=N/OC(=O)CCCc2ccccc2)cc1 | 16 | 4 | 11 | 1 | -9 | 0.1 | 7 | -1.5% | -1
Cc1nn(C(=O)Cn2cc([N+](=O)[O-])cn2)c(C)c1Cl | 2 | -19 | -20 | 1 | x | x | 3 | -0.5% | 3
COC(=O)Cc1c(O)ccn(CCc2ccccc2)c1=O | 15 | -6 | 1 | 2 | 0 | 1.1 | 51* | -2.5% | -6
O=C(CN1C(=O)c2ccccc2S1(=O)=O)N1CCN(c2ccc(F)cc2)CC1 | -3 | 4 | -2 | 6 | x | x | 12 | 1.2% | 3
Cc1ccc(N(C)S(=O)(=O)c2ccc(-c3cnc(C4CC4)o3)cc2)cc1 | -3&-1 | 1 | -32*! | 13&2 | -1 | 0.7&1.9 | 5&-5 | -0.2%&1.7% | -4&6
CCOC(=O)c1nnc(-c2ccccc2)[nH]c1=O | -2 | -2 | -11 | 1 | -10 | 0.2 | -6 | -0.6% | 4
Cc1ccc(S(=O)(=O)NC(=O)N2CCN(Cc3c(F)cccc3Cl)CC2)cc1 | -3 | 13 | 5 | 2 | -11 | -1.5 | 3 | -0.8% | -1
NC(=O)C1CCN(C(=O)c2ccc3c(=O)n(Cc4ccco4)c(SCC(=O)c4ccccc4)nc3c2)CC1 | -4 | -12 | 16 | 0 | 5 | 0.0 | 0 | -1.7% | 3
O=C(Cc1cc(=O)[nH]c(=O)[nH]1)NCc1ccc(Cl)cc1 | 0 | x | 11 | -1 | -12 | 0.3 | -7 | 0.7% | -5
O=C(NCC1CCCO1)c1c(O)c2c([nH]c1=O)CCCC2 (configuration not stated) | 1 | -20 | -16 | 2 | 24 | 0.8 | 6 | -1.9% | -6
